Compound activity as filed in PubChem.
Ec RNAP inh = blocks E. coli RNA polymerase transcription. fluorescence transcription assay. AID 559. inhibition, %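 (tested at 10 µM)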. hit rate 0.2% among 62,000. P0A8V2; in the data active = inhibition above about 20%;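 also: 0% = enzyme without compound and 100% = no enzyme blank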
CatB mixtures = inhibitors of human cathepsin B in compound mixtures; AID 488; P07858; inhibition, %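 (ten-compound pools at 5 µM per compound and 50 µM total)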; hit rate 0.06% among 62,000; Purified cathepsin B, AMC dipeptide fluorescence; in the data active = inhibition above about 22%, passing the limit was not always enough;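 also: 0% = enzyme without compound and 100% = no enzyme blank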
AP ELISA ortho = orthogonal test for alternative complement pathway inhibitors; inhibition, % at 5 µM; Human serum alternative complement pathway, LPS-coated ELISA, C3 deposition; tested in compound mixtures; hit rate 0.08% among 62,000; AID 1235;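 active = inhibition above 30% in each of the two pooled mixtures holding the compound, so the lower value exceeds 30%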;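 also: 0% = serum in Mg-EGTA without compound and 100% = EDTA serum blank; some compounds past the cut are filed as inactive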
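Medium: diluted human serum in Mg2+-EGTA GVB++. Assay system: human serum complement alternative pathway, C3 deposition onto LPS. Also added: Plate-bound LPS. Technique: Anti-C3 ELISA, OD 450 nm. Measure: percent inhibition. Incubation: 1 h at 37 °C. Dosing: 5 µM each compound, pools of ten, 50 µM per pool.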
Cdc25B block = inhibitors of human Cdc25B phosphatase | hit rate 0.1% among 65,000 | P30305 | inhibition, %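 (compounds tested at 10 µM final in the well)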 | recombinant Cdc25B, OMFP fluorescence Ex485/Em525; in the data active = inhibition above about 50%
Target sequence (P30305 whole entry, looked up): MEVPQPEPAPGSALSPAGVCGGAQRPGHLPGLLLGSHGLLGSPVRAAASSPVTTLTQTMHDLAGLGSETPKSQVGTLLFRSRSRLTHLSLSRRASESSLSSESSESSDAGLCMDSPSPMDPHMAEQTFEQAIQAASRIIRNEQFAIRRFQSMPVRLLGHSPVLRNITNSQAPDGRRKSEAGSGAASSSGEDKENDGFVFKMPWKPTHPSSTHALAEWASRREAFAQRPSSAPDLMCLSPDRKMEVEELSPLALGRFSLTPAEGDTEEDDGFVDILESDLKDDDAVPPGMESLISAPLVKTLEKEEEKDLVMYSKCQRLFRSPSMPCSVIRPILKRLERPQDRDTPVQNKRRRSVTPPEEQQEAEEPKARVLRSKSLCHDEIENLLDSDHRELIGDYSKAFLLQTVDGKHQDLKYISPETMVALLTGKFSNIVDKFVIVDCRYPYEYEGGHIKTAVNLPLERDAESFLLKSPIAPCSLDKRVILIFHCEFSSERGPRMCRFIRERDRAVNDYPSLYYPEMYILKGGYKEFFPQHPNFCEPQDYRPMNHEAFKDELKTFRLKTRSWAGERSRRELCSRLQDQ
CatB inh = blocks human cathepsin B protease activity | inhibition, %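 (tested at 10 µM)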 | P07858 | hit rate 0.1% among 63,000 | purified cathepsin B, fluorogenic substrate, fluorescence; in the data active = inhibition above about 21%;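 also: 0% = enzyme with no compound and 100% = no enzyme blank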
Hsp90 block = displaces geldanamycin probe from tumor Hsp90; P07900; inhibition, % at 30 µM; NCI-N417 lysate Hsp90, Cy3B-geldanamycin FP displacement; hit rate 0.35% among 64,000;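 active = inhibition above 50%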;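 also: 0% = tracer plus lysate wells and 100% = tracer alone without lysate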
tolC growth inh = blocks growth of E. coli BW25113 tolC mutant. OD615. hit rate 2.2% among 65,000. growth inhibition, % at 10 µM (by protocol);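 active = growth inhibition at or above a cutoff equal to the mean over every tested compound plus 3 SD, cut at about 60% in these data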;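 also: growth measured after 20 h incubation at 37 °C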
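Assay system: tolC-deleted E. coli BW25113. Medium: kanamycin-containing LB broth (50 µg/mL). Dosing: 10 µM final, single dose. Timing: bacterial growth with compound for 20 h at 37 °C. Detection: A615 absorbance measurement. Read-out basis: growth inhibition in percent.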
DUSP1 inh = inhibitors of human MKP-1 phosphatase; P28562; recombinant MKP-1, OMFP hydrolysis fluorescence; inhibition, %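 (compounds tested at a single concentration somewhere between 10 and 100 µM)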; hit rate 0.15% among 65,000; AID 374;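 active = inhibition above about 50%, limit read from the data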;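 also: 0% = DMSO max control wells and 100% = wells with enzyme stopped by NaOH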
D1 allo mod = allosteric modulators of human D1 dopamine receptor | HEK293 D1, CRE-luciferase, dopamine EC30 potentiation; actives deviate in either direction | B-score at 10 µM | P21728 | AID 641 | hit rate 5.9% among 58,000;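 active = luminescence count or its row- and column-corrected plate score outside the 99.7% band of the plate's sample wells, on either side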
Target sequence (P21728 whole entry, looked up): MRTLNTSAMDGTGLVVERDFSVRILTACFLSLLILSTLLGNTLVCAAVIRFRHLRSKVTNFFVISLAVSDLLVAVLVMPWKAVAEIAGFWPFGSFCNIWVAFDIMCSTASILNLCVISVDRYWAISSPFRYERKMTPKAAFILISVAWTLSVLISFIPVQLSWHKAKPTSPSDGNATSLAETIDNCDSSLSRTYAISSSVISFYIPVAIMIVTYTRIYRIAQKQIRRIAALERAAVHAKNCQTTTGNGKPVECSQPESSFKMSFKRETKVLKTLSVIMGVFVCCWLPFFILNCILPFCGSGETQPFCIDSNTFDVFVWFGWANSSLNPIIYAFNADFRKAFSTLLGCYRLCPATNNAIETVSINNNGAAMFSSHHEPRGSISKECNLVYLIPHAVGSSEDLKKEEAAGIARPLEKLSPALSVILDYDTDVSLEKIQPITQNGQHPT
Numbers without * were called inactive; · = no result given.

SMILES | Ec RNAP inh | CatB mixtures | AP ELISA ortho | Cdc25B block | CatB inh | Hsp90 block | tolC growth inh | DUSP1 inh | D1 allo mod
C=CCn1c2ccccc2c2nnc(SC(CC)C(=O)Nc3nc(C)c(C(=O)OCC)s3)nc21 (stereo not drawn) | 2 | 6 | 23 | -16 | 3 | -5 | 20 | 0 | -0.00026
Cc1cccc(NC(=O)c2cc(S(=O)(=O)NCc3ccco3)ccc2F)c1C | 0 | 4 | 22 | 3 | 0 | -4 | -4 | 3 | -0.056
Clc1ccc(Sc2oc(/C=N/n3cnnc3)cc2Br)cc1 | 9 | -1 | 15 | 2 | 1 | -2 | 4 | 16 | 0.18
COC(=O)c1cc2c(=O)n3ccccc3nc2n(Cc2cccnc2)c1=N | 1 | -4 | -6 | -9 | 1 | -2 | -8 | -7 | 0.94
COc1ccc(S(=O)(=O)Nc2ccc(S(=O)(=O)N3CCCCC3)cc2)cc1 | · | 2 | 15 | -8 | -4 | -2 | 74* | 0 | -0.25
Cc1onc(-c2c(F)cccc2Cl)c1C(=O)NCc1ccco1 | 5 | 4 | 14 | 7 | 4 | 32 | -4 | 1 | 1.6
Cc1nn(-c2ccccc2)c2c1C1(C(=O)Nc3ccccc31)N1C(=N2)Sc2ccccc21 (stereo not drawn) | -11 | 2 | -5 | -16 | 3 | -6 | 41 | 39 | -0.32
CSc1cccc(-n2c(C)cc(C(N)=O)c2C)c1 | 6 | 1 | 6 | -19 | 0 | -2 | 6 | 1 | -0.017
COc1ccc(Br)cc1CNC(=O)CCN1C(=O)COc2ccccc21 | -3 | 5 | 14 | -7 | -6 | 1 | 2 | 20 | 3.6*
CS(=O)(=O)N1CCCC(C(=O)N2CCc3ccccc3C2)C1 (stereo not drawn) | 6 | 4 | 9 | -14 | 8 | -2 | -11 | 5 | -0.32
COc1ccc(OC)c(C(C(=O)NCc2ccco2)N(C(=O)Cn2nnc3ccccc32)C2CC2)c1 (stereo not drawn) | -9 | 2 | 20 | -24 | 0 | -3 | -4 | 9 | -1
CCCCOC(=O)Sc1nc2ccccc2o1 | 9 | 4 | 1 | 0 | 6 | -2 | -8 | 2 | 0.0056
S=c1nc(C2CCCCC2)[nH][nH]1 | 6 | 1 | 20 | -8 | -1 | -5 | -36 | -28 | -0.13
Cc1cc(S(=O)(=O)Nc2ccccc2C)ccc1F | 8 | 2 | 10 | -1 | 4 | -7 | 24 | 5 | ·
CC1(C)OC(=O)N(c2cccnc2)C1(C)O (stereo not drawn) | 9 | 6 | 4 | -9 | -3 | -1 | -19 | -4 | 0.98
Cc1cc(NC(=O)CC(C)(C)C)nc2c1c(=O)oc1ccccc12 | · | · | · | 2 | · | -6 | -11 | 13 | -1.2
CCC(=O)Nc1nc(C)c(C(=O)N2CCCCC2)s1 | 6 | -7 | 2 | 0 | 4 | -1 | -33 | -8 | 0.86
Cc1ccc(NC(=O)CN2CCC3(O)CCCCC3C2c2ccc3c(c2)OCO3)c(C)c1 (stereo not drawn) | -8 | 1 | -4 | 5 | 4 | -8 | 38 | 23 | 0.32
O=C(O)C1CCC(=O)N1Cc1ccccc1Cl (stereo not drawn) | 10 | -5 | -7 | -20 | 2 | -4 | -16 | 7 | -0.73
Cc1cc(C(=O)COC(=O)C2COc3ccccc3O2)c(C)n1CC1CCCO1 (stereo not drawn) | 7 | 4 | 5 | -2 | 1 | -3 | -3 | 6 | 0.39
CCc1ccccc1NC(=O)CSc1nc2ccccc2n1CC(=O)N(C)C | 1 | 5 | 12 | -7 | 5 | -1 | -8 | 2 | 0.29
CCOc1cc(CO)ccc1OCC(=O)N1CCCCC1 | 4 | 1 | 4 | -23 | 2 | 2 | -12 | 5 | -0.11
COc1cc(C(=O)N2CCN(Cc3ccccc3C(F)(F)F)CC2)cc(OC)c1OC | 5 | 5 | 21 | -18 | 0 | -1 | 4 | 5 | 0.024
Cc1ccsc1C(=O)OCC(=O)Nc1sccc1C(N)=O | · | · | · | -21 | · | -4 | 5 | 24 | -1.1
CC(C)CCNC(=O)NC(=O)COc1ccccc1C#N | 8 | 7 | -10 | -5 | 7 | -1 | -3 | 7 | -0.78
CC1CCCN(c2nc3c(c(=O)[nH]c(=O)n3C)n2Cc2ccccc2Cl)C1 (stereo not drawn) | 7 | 7 | 23 | -11 | -3 | -2 | 23 | 15 | 4.5*
COc1ccc(NCc2nnc(SCC(=O)N3CCCc4ccccc43)o2)cc1 | · | 3 | 12 | 2 | 3 | 14 | -11 | 21 | 0.096
CN(C)CCCN1C(=O)C(=O)/C(=C(/O)c2ccncc2)C1c1ccccc1 (stereo not drawn) | 1 | 1 | -15 | 2 | 1 | 1 | -7 | -15 | -0.2
CCN1CCN(CCNC(=O)c2cn(Cc3ccccc3F)nn2)CC1 | 6 | 2 | 13 | 1 | -5 | 1 | -17 | 6 | -0.54
O=S(=O)(Nc1ccc(O)c(CN2CCCCC2)c1)c1ccccc1 | -1 | -3 | -3 | 1 | 0 | 2 | -21 | 0 | 0.035
CCOc1ccc(N(CC(=O)NCc2ccccc2)S(C)(=O)=O)cc1 | 0 | -3 | -7 | -6 | -1 | 4 | 0 | -2 | -0.14
CCCOc1ccc(NC(=O)C2CC(=O)N(C(C)C)C2)cc1 (stereo not drawn) | 11 | 2 | -18 | -3 | 2 | -2 | -18 | 4 | -0.39
COc1ccccc1NC(=O)CSc1nnc(-c2ccco2)o1 | 11 | 1 | 33 | 2 | -1 | 1 | -17 | -34 | -0.69
O=C1NCCN1C(=O)N(c1ccccc1)c1ccccc1 | 4 | 7 | 8 | 0 | -2 | 1 | 5 | 18 | 0.15
CCn1cc(C(=O)NCCc2ccccc2)c(=O)c2cc(F)c(N3CCN(C)CC3)cc21 | 9 | · | · | 21 | -3 | -6 | -1 | -19 | ·
COc1ccccc1NC(=O)COc1ccc(/C=N/n2cnnc2)cc1OC | 4 | -4 | -12 | 5 | -1 | -3 | -11 | 11 | 0.99
COc1cc(C2/C(=C(\O)c3ccc4c(c3)CC(C)O4)C(=O)C(=O)N2CCCn2ccnc2)ccc1O (stereo not drawn) | -2 | -4 | 7 | -1 | 3 | -1 | -10 | -4 | -0.38
COc1ccccc1Nc1cc(C(=O)NCCCN2CCOCC2)c2ccccc2n1 | 7 | 0 | 8 | 2 | 0 | -3 | -5 | 13 | -1.7
CCC(C)NC(=O)C(Cc1ccccc1)NS(=O)(=O)c1cccc2nsnc12 (stereo not drawn) | 12 | 2 | -1 | -17 | 7 | -1 | -7 | -2 | -1.5
O=C(CSc1nnnn1C1CCCCC1)NCc1cccc(C(=O)O)c1 | 7 | 5 | -10 | -22 | -2 | -3 | 7 | 0 | 0.056
CCOC(=O)c1c(C)oc2cc(Br)c(OC(=O)N3CCOCC3)cc12 | -3 | 5 | 22 | -10 | 3 | -2 | 30 | 17 | ·
Cc1cc(N=Cc2c(O)ccc3ccccc23)no1 | 8 | 5 | 0 | 1 | · | 18 | 2 | 1 | 0.14
CC(C)(C)n1nnnc1C(c1ccncc1)N1CCN(C2CCCCC2)CC1 (stereo not drawn) | 7 | 4 | -4 | -3 | 5 | 3 | 1 | -1 | 0.58
COc1ccc(NC(=O)Nc2ccccc2C(=O)N2CCCC2)cc1 | 1 | 1 | 0 | -4 | 4 | 2 | -2 | 1 | -0.079
c1ccc(CNn2c(N3CCOCC3)nc3ccccc32)cc1 | 10 | 3 | 9 | -2 | 0 | -1 | 12 | 7 | -3.3*
Nc1ncnc2c1cnn2-c1ccccc1 | 2 | -7 | 8 | -15 | -1 | 0 | 7 | -4 | ·
Cc1onc(-c2ccccc2)c1C(=O)NCc1cccnc1 | 7 | 0 | 8 | -9 | 3 | -5 | 10 | -2 | -0.88
Cc1ccccc1CSc1nncn1N | 11 | 5 | 5 | -8 | 3 | -1 | -3 | -2 | 0.006
O=S1(=O)CC=C(CSc2nc3ccccc3[nH]2)C1 | -4 | -5 | 14 | -2 | -1 | 0 | -28 | 11 | ·
O=C(NCc1ccc2c(c1)OCO2)C1CCN(c2ccc(S(=O)(=O)N3CCCC3)cc2)CC1 | -1 | -1 | 4 | -1 | 1 | · | -13 | 6 | ·
CCCc1ccc(OCCNC(C)=O)cc1 | 7 | 1 | -19 | -10 | 2 | -3 | -13 | 1 | -0.14
CC1=C(C(=O)N2CCOCC2)C(c2ccsc2)C2=C(CCCC2=O)N1 (stereo not drawn) | -12 | -1 | 7 | -8 | 2 | -3 | -10 | 4 | -0.85
CN(C(=O)c1ccc(S(=O)(=O)NC2CCCC2)cc1)C1CCCCC1 | 2 | -3 | 6 | -8 | 2 | 1 | 8 | 6 | -0.93
COc1ccccc1OCCCn1c(=O)oc2ccccc21 | 8 | 6 | 14 | 1 | 1 | 2 | 9 | -9 | -0.043
Cn1c(=O)oc2cc(S(=O)(=O)Nc3ccc4c(c3)OCCO4)ccc21 | · | · | · | 2 | · | 3 | -6 | 16 | -1.4
COc1ccccc1N1CCN(C(=O)c2c(-c3c(Cl)cccc3Cl)noc2C)CC1 | 9 | 2 | 8 | 18 | 2 | -2 | 23 | 11 | ·
COc1ccc2[nH]c3c(=O)n(CCCCC(=O)NCCN4CCCC4)c(=S)[nH]c3c2c1 | 4 | 5 | 7 | -13 | 4 | 0 | 61* | 18 | -0.041
CCC(C)[C@H](N)c1nnc(SCC(=O)Nc2cccc(Cl)c2)o1 (stereo partly drawn) | 6 | -1 | 4 | -3 | 3 | 2 | -13 | 30 | 0.18
Cc1ccccc1Nc1nc(N)nc(CSc2nnc3sc4ccccc4n23)n1 | 5 | 0 | 9 | 2 | 1 | 0 | -10 | 13 | -0.22
COc1ccc(-c2cc(-c3cc(F)ccc3O)[nH]n2)cc1OC | -3 | -2 | -3 | 7 | -1 | 4 | 81* | 17 | 0.59

Marked active in D1 allo mod (from the list above):
| Molecule | Ec RNAP inh | CatB mixtures | AP ELISA ortho | Cdc25B block | CatB inh | DUSP1 inh | D1 allo mod |
| --- | --- | --- | --- | --- | --- | --- | --- |
| COc1ccc(Br)cc1CNC(=O)CCN1C(=O)COc2ccccc21 | -3 | 5 | 14 | -7 | -6 | 20 | 3.6* |
| CC1CCCN(c2nc3c(c(=O)[nH]c(=O)n3C)n2Cc2ccccc2Cl)C1 (stereo not drawn) | 7 | 7 | 23 | -11 | -3 | 15 | 4.5* |
| c1ccc(CNn2c(N3CCOCC3)nc3ccccc32)cc1 | 10 | 3 | 9 | -2 | 0 | 7 | -3.3* |

Three entries out of the list above, sorted by the number in CatB inh, lowest first.
| SMILES | CatB inh |
| --- | --- |
| O=S1(=O)CC=C(CSc2nc3ccccc3[nH]2)C1 | -1 |
| CCOC(=O)c1c(C)oc2cc(Br)c(OC(=O)N3CCOCC3)cc12 | 3 |
| COc1ccc2[nH]c3c(=O)n(CCCCC(=O)NCCN4CCCC4)c(=S)[nH]c3c2c1 | 4 |

(next part)
SMILES | Ec RNAP inh | CatB mixtures | AP ELISA ortho | Cdc25B block | CatB inh | Hsp90 block | tolC growth inh | DUSP1 inh | D1 allo mod
CC(=O)OC(Cn1nc(C)cc1C)c1ccccc1 (stereo not drawn) | 2 | 0 | 13 | 4 | -3 | 0 | -32 | 2 | -0.21
Cc1nnc(SCc2ccon2)n1-c1ccccc1 | · | · | · | 1 | · | -19 | -16 | 6 | -0.0027
CCOC(=O)c1c(-c2ccc(C)o2)csc1N | 8 | 8 | 14 | -8 | -4 | -4 | 13 | 6 | 2
CCCc1nc(NC2CCCCC2)c(C#N)c2c1COC(C)(C)C2 | -10 | · | · | -4 | -1 | -1 | 8 | -31 | ·
CCn1c(SCC(=O)N(C(C)C)C(C)C)nnc1-c1cc2ccccc2cc1O | 9 | 6 | 3 | 11 | 3 | -3 | 15 | 8 | -0.88
COC(=O)c1ccc(Oc2nc(N3CCCCC3)nc(N3CCOCC3)n2)cc1 | 0 | -4 | 3 | -3 | 6 | -3 | 66* | 24 | 0.2
